# Source: PubChem (National Center for Advancing Translational Sciences (NCATS))
# Tb PGK inh: T. brucei PGK inhibition; hit rate 0.043% among 380,000; PGK/GAPDH coupled, Kinase-Glo luminescence, 60 min; AID 602233; Potency, µM (titrated, usually from 57.5 µM), for the others: at the top dose activity change, negative = inhibition, actives largely listed as inhibitors; also: potency is read from the fitted curve at half-maximal effect; % is scaled to controls: 0 for no effect and ±100 for the full control effect; nearly all actives have a fitted effect of over 60% in size
#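 Recombinant glycosomal PGK reaction used 1,3-bisphosphoglycerate generated in-well by GAPDH (100nM final) in 100mM TEA pH 7.6, 5mM MgCl2, 0.01% Tween-20. After 60 minutes at room temperature, ATP was read by Kinase-Glo Plus luminescence end-point.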
# G9a inh: inhibitors of human histone lysine methyltransferase G9a | Q96KQ7 | G9a H3K9 monomethylation, AlphaScreen, 2 h | Potency, µM (titrated, usually from 102 µM), inactives show at the highest dose activity, negative = inhibition, actives largely listed as inhibitors | hit rate 8.8% among 350,000 | AID 504332; also: potency is read from the fitted curve at half-maximal effect; % is scaled to controls: 0 for no effect and ±100 for the full control effect; nearly all actives have a fitted effect of over 75% in size
#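 Signal arises when biotinylated H3K9 peptide, once monomethylated, bridges streptavidin donor and antibody-captured acceptor beads. Enzyme at 20 nM was preincubated 15 min with test compounds; peptide 500 nM and SAM 20 uM then reacted for 2 h.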
# JMJD2A Tudor: inhibitors of human JMJD2A Tudor domain | O75164 | hit rate 4.4% among 390,000 | Potency, µM (top dose mostly 114 µM), for the others: at the highest dose activity change, negative = inhibition, most hits filed as inhibitors | AlphaScreen JMJD2A-Tudor / H3K4me3 peptide binding; also: potency is read from the fitted curve at half-maximal effect; % is scaled to controls: 0 for no effect and ±100 for the full control effect; nearly all actives have a fitted effect of over 50% in size
# HP1b binding inh: inhibitors of HP1-beta chromodomain binding to methylated histone tails | P83916 | AlphaScreen HP1-beta / biotin-H3K9me3 peptide binding | Potency, µM (series often up to 114 µM), for the others: at the top dose activity change, negative = inhibition, actives largely listed as inhibitors | hit rate 0.56% among 390,000 | AID 540317; also: potency is read from the fitted curve at half-maximal effect; nearly all actives have a fitted effect of over 70% in size; inactives centre near 23
# Target sequence (P83916 whole entry, looked up): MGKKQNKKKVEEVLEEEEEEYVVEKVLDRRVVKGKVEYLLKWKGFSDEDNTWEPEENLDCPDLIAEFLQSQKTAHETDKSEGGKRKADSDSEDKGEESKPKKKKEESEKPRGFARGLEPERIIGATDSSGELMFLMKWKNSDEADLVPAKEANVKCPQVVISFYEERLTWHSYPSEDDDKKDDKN
#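 HP1-beta protein (50 nM final) preincubated 30 min at room temperature with biotinylated H3(1-18)K9me3 peptide (50 nM) in PBS pH 7.4, 0.01% Tween-20, then compound added for 30 min. AlphaScreen streptavidin donor/nickel chelate acceptor beads (10 ug/mL final), 30 min dark, luminescence read.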
# BAZ2B inh: blocks human BAZ2B; AlphaScreen BAZ2B-H3K14Ac peptide displacement; Potency, µM (titrated, usually from 114 µM), for inactives: at the highest dose activity change, negative = inhibition, usual class: inhibitors; hit rate 4.4% among 360,000; AID 504333; also: potency is read from the fitted curve at half-maximal effect; % is scaled to controls: 0 for no effect and ±100 for the full control effect; nearly all actives have a fitted effect of over 60% in size
#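 AlphaScreen displacement: compounds (up to 110uM) incubated 30 min at room temperature with a preformed 50 nM BAZ2B/50 nM biotinylated H3K14Ac peptide complex in PBS pH 7.4 with Tween-20. Donor and acceptor beads at 10 ug/mL final added, 20 min light-protected before reading.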
# PI4K2A block: inhibitors of human PI4K2A | activity change, negative = inhibition, % at 76.9 µM | Q9BTU6 | purified PI4K2A, ADP-Glo luminescence, 1 h; hits give low values | hit rate 0.13% among 420,000; in the data active = activity change below about -50%; inconclusive = mostly about -30% to -49%;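 also: -100% = wells without enzyme as full effect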
#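 PI4K2A activity was measured by ADP-Glo luminescence: enzyme (4 ug/mL stock) and phosphatidylinositol (1.2 mM stock) in Tris pH 7.5/MgCl2/EGTA/Triton X-100 buffer were reacted with ATP (300 microM stock) for one hour at ambient temperature.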
# GLS inh: blocks human kidney-isoform glutaminase activity | GLS enzymatic activity, qHTS titration | AID 624170 | hit rate 0.21% among 410,000 | Potency, µM (doses to about 45.5 µM), without a hit: at the highest dose activity change, negative = inhibition, usual class: inhibitors; also: potency is read from the fitted curve at half-maximal effect; % is scaled to controls: 0 for no effect and ±100 for the full control effect
#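 hKGA; 45 mM KH2PO4 pH 8.2 + 0.02% Tween-20; cpd via pin tool; 1 mM Gln soln; GluOx/HRP/Amplex Red; RT 30 min; fluor. t0 & final.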
# ERG Ets-DNA blk: inhibitors of human ERG Ets domain-DNA interaction. hit rate 0.028% among 370,000. fluorescence polarization, His-ERG Ets domain / labelled DNA. Potency, µM (series often up to 76.9 µM), inactives show top-dose FP activity, negative = inhibition, most hits filed as inhibitors; active = well fitted inhibition curve with a large enough effect in the polarisation, with a control signal flat; inconclusive = small, poorly fitted or top-dose-only effect, or effect the other way, or a change in a side signal; inactive = no such curve, though single readings can be large or run the other way; the % refers to the polarisation;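 also: polarization taken with two DNA probes labelled with fluorescein and Texas red; potency is read from the fitted curve at half-maximal effect; % of control where 0% means no effect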
# Target sequence (P11308 whole entry, looked up, the tested form may be a part): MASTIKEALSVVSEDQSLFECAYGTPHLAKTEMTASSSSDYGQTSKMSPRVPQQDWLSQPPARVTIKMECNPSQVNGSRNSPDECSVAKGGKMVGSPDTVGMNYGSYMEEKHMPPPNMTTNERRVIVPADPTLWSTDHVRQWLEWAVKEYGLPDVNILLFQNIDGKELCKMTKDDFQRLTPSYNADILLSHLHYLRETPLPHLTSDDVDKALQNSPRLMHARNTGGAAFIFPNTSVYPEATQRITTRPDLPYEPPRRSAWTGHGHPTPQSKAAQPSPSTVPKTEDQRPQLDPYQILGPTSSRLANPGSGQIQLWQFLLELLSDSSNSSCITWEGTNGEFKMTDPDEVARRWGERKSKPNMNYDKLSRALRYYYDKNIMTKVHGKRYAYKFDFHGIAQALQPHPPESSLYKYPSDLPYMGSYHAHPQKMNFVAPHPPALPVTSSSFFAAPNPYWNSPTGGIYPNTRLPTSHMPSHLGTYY
#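 His-tagged ERG Ets domain (1 uM in the protein solution; 300mM KCl, 50mM Tris-HCl, 1mM EDTA, 1mM DTT, pH 7.5) received compound, then a probe mix of 5 nM fluorescein-DNA and 100nM Texas-615-DNA. Fluorescence polarization was read for both dyes.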
# Pin1 inhibitor: human Pin1 inhibition | AID 504891 | hit rate 0.009% among 390,000 | Q13526 | Pin1 FP peptide displacement, HiFluor488, 10 min | Potency, µM (titrated, usually from 115 µM), for inactives: top-dose activity, negative = inhibition, actives largely listed as inhibitors; active = well fitted inhibition curve with a large enough effect in the polarisation, with a control signal flat, not every such curve was filed as active; inconclusive = small, poorly fitted or top-dose-only effect, or effect the other way, or a change in a side signal; inactive = no such curve, though single readings can be large or run the other way; the % refers to the polarisation; also: potency is read from the fitted curve at half-maximal effect; % is scaled to controls: 0 for no effect and ±100 for the full control effect
# Target sequence (Q13526 whole entry, looked up): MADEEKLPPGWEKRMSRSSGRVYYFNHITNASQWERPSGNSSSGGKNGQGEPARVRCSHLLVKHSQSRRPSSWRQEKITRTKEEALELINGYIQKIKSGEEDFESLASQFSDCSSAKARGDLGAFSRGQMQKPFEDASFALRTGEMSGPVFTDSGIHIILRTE
# Numbers without * were called inactive; i = inactive; ? = inconclusive; . = no result given; & = joins results of further samples; [ ] = remark or other dose. Unless noted, calls follow the shape of the dose curve; as a rule, active = well fitted curve in the direction sought with a large enough effect; inconclusive = small, poorly fitted or top-dose-only effect, or another doubt; inactive = no such curve, though single readings can be large; an effect the other way counts as inactive or inconclusive.
SMILES,Tb PGK inh,G9a inh,JMJD2A Tudor,HP1b binding inh,BAZ2B inh,PI4K2A block,GLS inh,ERG Ets-DNA blk,Pin1 inhibitor
O=c1cc(CN2CCOCC2)c2c(ccc3ccccc32)o1,-5%,3%,-3%,47%[activator],2%,2,0%,0%,-12%
COc1ccc(S(=O)(=O)Nc2ccc(S(=O)(=O)N3CCCC3)cc2)cc1,.,-6%,-17%,17%,?,-2,13%,.,3%
O=C(NCC1CCCO1)c1ccc2c(c1)C(=O)N(C1CCCCC1)C2=O (centres undefined),3%,-25%[12.7 µM],-11%,20%,0%,0,2%,-4%,1%
CCN(CC)C(=O)CSc1nc2c(sc(=S)n2-c2ccccc2)c(=O)n1-c1ccc(OC)c(OC)c1,i,-2%,-25%,36%[activator],-2%,-6,-3%,-2%,5%
CN1CCN(c2ccccc2NC(=O)c2ccc(N3CCOCC3)c([N+](=O)[O-])c2)CC1,-9%,?,?,?,-29%,2,8%,17%,-3%
CC(C)OCCCn1c(=N)c(S(=O)(=O)c2ccccc2)cc2c(=O)n3ccccc3nc21,-2%,8%[0.0925 µM],-23%,65%[activator],2%,-1,-7%,14%,4%
COc1ccc(CCNC(=O)CCCn2c(=O)c3ccccc3n(Cc3cccc(Cl)c3)c2=O)cc1OC,-7%,11%[59 µM],-14%,12%,-2%,2,6%,2%,9%
CCCCC1OC23CCCCC2C(C#N)(C#N)C1(C#N)C(=N)O3 (centres undefined),-3%,-29%[59 µM],-14%,23%,?,-1,8%,-11%,?
O=C(NCc1ccc(Cl)cc1)c1ccncc1,-7%,-5%[0.501 µM],6%,35%,6%,2,-3%,2%,8%
CC1(c2ccccc2)NC(=O)N(CC(=O)NNC(=O)c2cccc(Cl)c2)C1=O (centres undefined),-1%,-4%[12.7 µM],-13%,39%[activator],1%,0,28%,1%,1%
COc1c(OC(C)=O)ccc(/C=C/c2ccc3cccc(OC)c3n2)c1[N+](=O)[O-],-2%,?,?,?,?,3,12%,-2%,?
COc1ccccc1NS(=O)(=O)c1ccc(C)c(C(=O)NCC(c2ccco2)N2CCCCC2)c1 (centres undefined),3%,27%,-9%,5%,-8%,-4,10%,-2%,-1%
Cn1c(/C(C#N)=C/c2ccncc2)nc2ccccc21,.,-45%,-3%,33%,-21%,-2,-22%,-2%,-2%
Cc1ccccc1NC(=O)CSC(=O)c1ccccc1,-5%,.,89µM*,?,.,40,-11%,-7%,-7%
Clc1ccc(-c2csc(N3CCCCCC3)n2)cc1,-10%,23%,29%,31%,?,-6,0%,12%,3%
FC(F)C(F)(F)Oc1cccc(-c2n[nH]c(=S)n2Cc2ccccc2)c1,-4%,3%[0.501 µM],-35%,-14%,-4%,3,-24%,3%,?
C=C1C[C@H]2[C@@H]3C=C(C)C4=CC(=O)CC[C@]4(C)[C@H]3CC[C@]2(C)[C@@]1(OC(C)=O)C(C)=O,-7%,-42%[59 µM],-21%,16%,-5%,-2&2,-13%,-4%,2%
CC(Sc1nnc2ccccn12)C(N)=O (centres undefined),-1%,2%,6%,20%,-2%,1,-2%,0%,1%
Cn1cccc1C(C#N)c1ccccc1C#N (centres undefined),9%,-33%,-24%,1%,-25%,1,-1%,17%,2%
Cc1cccc(NS(=O)(=O)c2ccc(C)c(C(=O)NCCCN3CCOCC3)c2)c1,-1%,-33%,-14%,20%,9%,3,8%,3%,-2%
Cc1onc(-c2c(Cl)cccc2Cl)c1C(=O)NNc1ccccc1,0%,.,79µM*,-30%,?,3,?,12%,-4%
C=CCc1cccc2cc(C(=O)Nc3ccc(CC(=O)O)cc3)c(=O)oc12,-13%,50µM*,-12%[11.4 µM],-23%,32µM*,-3,-26%,10%,?
Cn1c(-c2ccsc2)c(-c2cccs2)c2cc(-c3ccc4[nH]ccc4c3)ccc21,-8%,11%[0.501 µM],?,14%,-2%,-4,1%,0%,24%
COc1cccc(C2c3c(-c4ccccc4)n[nH]c3C(=O)N2c2ccc(C(=O)O)cc2)c1 (centres undefined),.,15%,-18%,23%,-4%,-1,?,.,-12%
CS(=O)(=O)c1ccc(Cl)c(NC(=O)COC(=O)c2ccc(-n3cnnn3)cc2)c1,2%,8%[0.501 µM],-1%,9%,11%,0,3%,-6%,37%[activator]

# Arranged by length of the SMILES (ascending): 8 of the compounds above
SMILES,Tb PGK inh,G9a inh,JMJD2A Tudor,HP1b binding inh,BAZ2B inh,PI4K2A block,GLS inh,ERG Ets-DNA blk,Pin1 inhibitor
CC(Sc1nnc2ccccn12)C(N)=O (centres undefined),-1%,2%,6%,20%,-2%,1,-2%,0%,1%
Cn1cccc1C(C#N)c1ccccc1C#N (centres undefined),9%,-33%,-24%,1%,-25%,1,-1%,17%,2%
O=C(NCc1ccc(Cl)cc1)c1ccncc1,-7%,-5%[0.501 µM],6%,35%,6%,2,-3%,2%,8%
Cn1c(/C(C#N)=C/c2ccncc2)nc2ccccc21,.,-45%,-3%,33%,-21%,-2,-22%,-2%,-2%
COc1ccc(S(=O)(=O)Nc2ccc(S(=O)(=O)N3CCCC3)cc2)cc1,.,-6%,-17%,17%,?,-2,13%,.,3%
COc1c(OC(C)=O)ccc(/C=C/c2ccc3cccc(OC)c3n2)c1[N+](=O)[O-],-2%,?,?,?,?,3,12%,-2%,?
COc1ccc(CCNC(=O)CCCn2c(=O)c3ccccc3n(Cc3cccc(Cl)c3)c2=O)cc1OC,-7%,11%[59 µM],-14%,12%,-2%,2,6%,2%,9%
CCN(CC)C(=O)CSc1nc2c(sc(=S)n2-c2ccccc2)c(=O)n1-c1ccc(OC)c(OC)c1,i,-2%,-25%,36%[activator],-2%,-6,-3%,-2%,5%

# Next results:
SMILES,Tb PGK inh,G9a inh,JMJD2A Tudor,HP1b binding inh,BAZ2B inh,PI4K2A block,GLS inh,ERG Ets-DNA blk,Pin1 inhibitor
Nc1[nH]c(N=NC(=O)c2ccccc2O)c2ccccc12,i,32%[59 µM],?,16%,-12%,-2,25%,-3%,3%
CC(OC(=O)C1=COCCO1)C(=O)c1ccc(C(C)(C)C)cc1 (centres undefined),i,-4%,-3%,44%[activator],2%,5,-4%,-3%,-13%
CCOc1cc(Br)c(/C=C2/C(=O)N(C)C(=S)N2CC(=O)OC)cc1OC,-6%,-8%[12.7 µM],-11%,8%,-9%,-1,-1%,-1%,?
Cc1cccc(N(NC(=O)C(C)(C)O)C(=O)c2ccccc2)c1,4%,102%[activator][59 µM],-2%,38%,-38%,2,6%,1%,0%
CCC1(C)NC(=O)N(/N=C/c2cc(OC)c(O)c(OC)c2)C1=O (centres undefined),i,?,-5%,25%,-15%,-7,-11%,-10%,-11%
CC(=O)Nc1nc2ccc(Br)cc2s1,-2%,46%[12.7 µM],-16%,39%[activator],-5%,-1,-12%,-16%,1%
COc1ccc(-c2csc(NC(=O)C3CSC4(C)CCC(=O)N34)n2)cc1OC (centres undefined),-9%,20%[2.33 µM],-7%,18%,3%,7,3%,15%,7%
COc1ccc(S(=O)(=O)N(C)c2ccc(C(=O)NCC3CCCO3)cc2)cc1OC (centres undefined),i,31%,-27%,17%,4%,0,3%,0%,2%
COCCn1c(C)cc(C(=O)CSc2cc(C)c3ccccc3n2)c1C,0%,-23%[59 µM],?,?,?,-1,3%,2%,11%
O=c1/c(=C/c2ccco2)sc2n1CN(c1cccc(Br)c1)CN=2,3%,-40%[12.7 µM],?,?,?,0,-7%,0%,15%
CC(=O)Nc1ccc(NC(=O)CCn2c(=O)oc3ccccc32)cc1,-10%,20%,-18%,3%,-10%,2,0%,10%,0%
Cc1n[nH]c(=S)n1-c1cccc(Cl)c1,0%,4µM*,7.9µM*,22%,-4%,-3,2%,-5%,10%
COc1cc(OC)cc(C(=O)NC(C(=O)OCn2nnc3ccccc3c2=O)C(C)C)c1 (centres undefined),1%,0%[59 µM],-19%,22%,12%,6,2%,5%,-1%
O=C(COC(=O)c1cc2c(s1)CCCC2)NCc1ccccc1Cl,-9%,7%,-11%,54%[activator],-4%,-4,1%,4%,-1%
Cc1sc2nc(C(C)Nc3ccccc3N3CCOCC3)[nH]c(=O)c2c1C (centres undefined),-14%,-29%,-6%,-3%,?,-4,11%,5%,44%[activator]
Cc1ccc(OCC(=O)O/N=C(\N)c2ccncc2)c(C)c1,2%,67%[activator],28%,48%[activator],31%,-2,-1%,-2%,-5%
O=C(NCc1ccc2c(c1)OCO2)c1ccc(Cl)nc1,-1%,-12%,-1%,17%,-12%,-6,0%,2%,-2%
Cc1ccc(-c2n[nH]c(=S)n2C)cc1Cl,-3%,?,3.2µM*,-32%,0%,-12,?,1%,1%
Clc1ccc(-c2nnn3c2nc(N2CCCCC2)c2ccccc23)cc1,4%,50%[activator][59 µM],55%[activator],126%[activator],27%,-20,6%,1%,-1%
